TSHR antagonist: human thyrotropin receptor antagonism. TSHR-expressing cells, TSH-stimulated cAMP HTRF, 2 h; active compounds read low. P16473. activity change, negative = inhibition, % at 11.5 µM. AID 504810. 330,000 compounds, 0.2% hits;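 active = activity change below a set negative limit, meaning inhibition stronger than a set level, cut at about -70% in these data; inconclusive = activity change between two set negative limits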; also: % is scaled to controls: 0 for no effect and ±100 for the full control effect
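TSHR-expressing cells were treated with compounds, then stimulated with TSH at EC80 (4nM final) for 2 hours at 37 deg C. Cellular cAMP was measured by HTRF competition between lysate cAMP and cAMP-d2 for a cryptate-labelled anti-cAMP antibody.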
Mito fusion yeast: inhibitors of mitochondrial division or activators of mitochondrial fusion; S. cerevisiae fusion-defective mutant growth rescue, CellTiterGlo 48 h; Potency, µM (doses to about 46.1 µM), for inactives: top-dose growth rescue (activation), hits mostly activators; 320,000 compounds, 0.23% hits;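 also: potency is read from the fitted curve at half-maximal effect; % of control where 0% means no effect; nearly all actives have a fitted effect of over 45% in size; temperature-sensitive fusion mutants such as fzo1-1 at 37 °C on non-fermentable ethanol glycerol medium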
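Compounds are tested for their ability to restore growth of mitochondrial fusion-defective yeast strains at non-permissive 37C in YPEG medium over 48 hours. Viability is quantified by luciferase luminescence.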
ELG1 repair inh: inhibitors of ELG1-dependent DNA repair in HEK293T cells | HEK293T ELG1-luciferase reporter, luminescence, 16 h; DNA damage induced by 5-fluorouridine | Potency, µM (highest dose often 46.1 µM), without a hit: at the top dose activity change, negative = inhibition, actives largely listed as inhibitors | 330,000 compounds, 2.3% hits | AID 504467; also: potency is read from the fitted curve at half-maximal effect; % is scaled to controls: 0 for no effect and ±100 for the full control effect; nearly all actives have a fitted effect of over 55% in size
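DMSO vehicle served as the neutral condition. Each well held 2,000 cells given 5-fluorouridine plus compound; after 16 hr at 37 °C/5% CO2, ONE-Glo was added and luciferase measured 30 min later.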
KCNH2 WT inh: blocks the wildtype human KCNH2 potassium channel; 340,000 compounds, 0.37% hits; Q12809; activity change, % at 1.84 µM; U2OS, BacMam KCNH2, thallium flux FluxOr; active compounds read low; AID 720551;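 active = maximum activity change below -70%; inconclusive = maximum activity change between -70% and -50%; inactive = maximum activity change above -50%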; also: % is scaled to controls: 0 for no effect and ±100 for the full control effect
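U2OS cells transduced with wild-type KCNH2 virus are loaded with FluxOr dye for 45 min, and thallium flux is measured in kinetic reads before and after stimulation buffer. Rate constants are normalized to DMSO controls.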
USP2a inh: inhibitors of human ubiquitin-specific protease USP2a; O75604; USP2 core, Ub-CHOP2 coupled fluorogenic reporter, 485/531; Potency, µM (doses to about 38.3 µM), for inactives: at the top dose activity change, negative = inhibition, most hits filed as inhibitors; 330,000 compounds, 0.01% hits; AID 463254;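 also: potency is read from the fitted curve at half-maximal effect; plate controls were DMSO wells for no effect and full inhibition by NEM control for full effect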
Target sequence (O75604 whole entry, looked up): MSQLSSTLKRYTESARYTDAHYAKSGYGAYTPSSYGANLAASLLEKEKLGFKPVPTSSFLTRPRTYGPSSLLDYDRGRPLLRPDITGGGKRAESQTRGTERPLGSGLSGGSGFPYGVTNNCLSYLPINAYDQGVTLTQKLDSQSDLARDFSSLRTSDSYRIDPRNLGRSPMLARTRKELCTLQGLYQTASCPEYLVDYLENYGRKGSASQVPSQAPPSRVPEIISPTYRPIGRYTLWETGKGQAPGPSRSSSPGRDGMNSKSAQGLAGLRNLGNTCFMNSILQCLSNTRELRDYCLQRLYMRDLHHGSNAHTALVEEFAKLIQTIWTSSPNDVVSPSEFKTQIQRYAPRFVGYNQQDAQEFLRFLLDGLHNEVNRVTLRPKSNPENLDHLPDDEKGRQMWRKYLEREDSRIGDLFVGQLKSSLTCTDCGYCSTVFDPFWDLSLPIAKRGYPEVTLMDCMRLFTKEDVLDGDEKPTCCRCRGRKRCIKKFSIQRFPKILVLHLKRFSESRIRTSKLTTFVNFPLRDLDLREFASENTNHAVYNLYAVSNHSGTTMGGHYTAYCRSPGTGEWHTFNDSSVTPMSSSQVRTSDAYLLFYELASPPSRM
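USP2 core (10nM final) preincubated 30min RT with compound in 20mM Tris-HCl pH 8.0, 2mM CaCl2, 2mM beta-mercaptoethanol, 0.05% CHAPS; 25nM Ub-CHOP2 plus 25nM reporter substrate added, fluorescence (Ex485/Em531) read after 60min.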
Eya2 phos inh: inhibitors of human Eya2 phosphatase activity | Potency, µM (titrated, usually from 76.9 µM), for inactives: at the top dose activity, negative = inhibition, actives largely listed as inhibitors | 330,000 compounds, 0.006% hits | recombinant Eya2, OMFP fluorescence dephosphorylation (OMFP is methylfluorescein phosphate); also: potency is read from the fitted curve at half-maximal effect; % is scaled to controls: 0 for no effect and ±100 for the full control effect
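Eya2 (0.2 uM) preincubated 10 min at ambient with compound, then OMFP substrate added at 50 uM; 10 min reaction in 50 mM HEPES pH 7.5, 50 mM NaCl, 5 uM MgCl2, 0.05% BSA, 1 mM DTT. Fluorescence read at Ex 485/Em 525 nm.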
A-T KAP1 phos: potential ataxia-telangiectasia treatment; […] A-T fibroblasts, KAP-1 phosphorylation AlphaLISA; neocarzinostatin DNA damage 30 min before lysis; Potency, µM (titrated, usually from 57.5 µM), inactives show at the highest dose activation, most hits filed as activators; 320,000 compounds, 0.19% hits; also: potency is read from the fitted curve at half-maximal effect; % of control where 0% means no effect; nearly all actives have a fitted effect of over 45% in size
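ATM-like activity read as KAP-1 phosphorylation via AlphaLISA donor/acceptor antibody pairs after lysis and 6 hr at 25C. Cells were ATM-null patient fibroblasts ([…], hTERT), dosed 60 min, then exposed to the DSB inducer NCS for 30 min.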
KCNH2 3.1 inh: KCNH2 3.1 (human) potassium channel inhibition. U2OS KCNH2 3.1, thallium flux FluxOr; active compounds read low. activity change, % (tested at about 1.8 µM). 340,000 compounds, 0.95% hits. AID 720553;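 active = maximum activity change below -70%; inconclusive = maximum activity change from -70% to -50%; inactive = maximum activity change above -50%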;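 also: thallium influx rate constant from kinetic fluorescence after stimulation buffer; % is scaled to controls: 0 for no effect and ±100 for the full control effect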
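Virally transduced U2OS (3.1 isoform, 4 h infection in dark at RT) → overnight 37 C → FluxOr + Red40 in HBSS/HEPES, 45 min → stimulation buffer, 2 min kinetic read → rate constant vs DMSO controls.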
TCR activator: activators of T cell receptors. primary human leukocytes, anti-CD3, IL-2 HTRF, 48 h. Potency, µM (top dose mostly 9.22 µM), without a hit: at the highest dose activation of IL-2 secretion, hits mostly activators. 330,000 tested, under 10 active. AID 504894; also: % of control where 0% means no effect
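Primary human leukocytes incubated 48 hr with anti-CD3 beads plus compound, without co-stimulation. Secreted IL-2 measured by HTRF (europium cryptate/d2 anti-IL-2 pair, 320 nm excitation, 665 nm emission).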
TRPV1 ag: activates the human vanilloid receptor TRPV1; Q8NER1; TRPV1-expressing cells, Fluo-8 calcium influx, agonist mode; activation, % at 8.33 µM; 320,000 compounds, 0.19% hits; in the data active = activation above about 80%; inconclusive = between about 30% and that limit; also: 0% is about no effect
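Fluo-8 calcium influx in TRPV1-expressing cells, kinetic read (ex 480/em 520 nm). Compound added and read 3 min for agonist activity, followed by capsaicin at EC20 final and 2 min further read for enhancement.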
An asterisk follows results filed as active; [ ] = remark or other dose. Unless noted, calls follow the shape of the dose curve; as a rule, active = well fitted curve in the direction sought with a large enough effect; inconclusive = small, poorly fitted or top-dose-only effect, or another doubt; inactive = no such curve, though single readings can be large; an effect the other way counts as inactive or inconclusive. These rows are one share of the data; rates above refer to the full screens.

Screening COc1ccc(Cl)cc1NC(=S)NCc1cccs1 returned TSHR antagonist 6, Mito fusion yeast -2%, ELG1 repair inh 17%, KCNH2 WT inh -5, USP2a inh 5%, Eya2 phos inh -7%, A-T KAP1 phos 2%, KCNH2 3.1 inh 8, TCR activator 11% and TRPV1 ag -1.
CC(=O)Nc1cccc(C(=O)NC2CCCc3c2cnn3-c2ccc(C(C)(C)C)cc2)c1 (stereo not drawn) was read as TSHR antagonist -26, Mito fusion yeast inconclusive, ELG1 repair inh 8.2µM*, KCNH2 WT inh 11, USP2a inh -9%, Eya2 phos inh -3%, A-T KAP1 phos 3%, KCNH2 3.1 inh -10, TCR activator -1% and TRPV1 ag inconclusive.
For CCOC(=O)c1c(C)n(CC(COC(C)=O)OC(C)=O)c2ccc(OC(C)=O)cc12 (stereo not drawn) the results were TSHR antagonist -2, Mito fusion yeast 2%, ELG1 repair inh -8%, KCNH2 WT inh -8, USP2a inh 3%, Eya2 phos inh -23%, A-T KAP1 phos -2%, KCNH2 3.1 inh -1, TCR activator -7% and TRPV1 ag 4.
For CC(=O)Nc1ccc2nc(NC(=O)c3cccnc3)sc2c1 the results were TSHR antagonist 0, Mito fusion yeast 5%, ELG1 repair inh inconclusive, KCNH2 WT inh -9, USP2a inh 0%, Eya2 phos inh -3%, A-T KAP1 phos -2%, KCNH2 3.1 inh 15, TCR activator -1% and TRPV1 ag 1.
`CCOc1ccc(N2CC(C(=O)Nc3ccncc3)CC2=O)cc1` (stereo not drawn) gave TSHR antagonist 7, Mito fusion yeast 0%, ELG1 repair inh 0%, KCNH2 WT inh 15, USP2a inh 1%, Eya2 phos inh 7%, A-T KAP1 phos 2%, KCNH2 3.1 inh 10, TCR activator -1% and TRPV1 ag 7.
`O=C(c1ccc(Oc2ccccc2)cc1)c1nc2c(n1O)CCCC2` gave TSHR antagonist 14, Mito fusion yeast 7%, ELG1 repair inh inconclusive, KCNH2 WT inh 22, USP2a inh 4%, Eya2 phos inh 11%, KCNH2 3.1 inh 2, TCR activator -1% and TRPV1 ag 16.
For O=C(/C=C/c1ccc([N+](=O)[O-])cc1)N1CCN(S(=O)(=O)c2cccs2)CC1 the results were TSHR antagonist 0, Mito fusion yeast -3%, ELG1 repair inh -11%, KCNH2 WT inh 18, USP2a inh 2%, Eya2 phos inh 24%, A-T KAP1 phos -1%, KCNH2 3.1 inh 3, TCR activator 11% and TRPV1 ag 4.
CCCOc1ccc(-c2nnc(-c3cccs3)o2)cc1 was read as TSHR antagonist 4, Mito fusion yeast -1%, ELG1 repair inh inconclusive, KCNH2 WT inh -5, USP2a inh -1%, Eya2 phos inh 3%, A-T KAP1 phos 4%, KCNH2 3.1 inh -16, TCR activator 4%[46.1 µM] and TRPV1 ag inconclusive.
COc1ccc(CC(=O)NCc2n[nH]c(=S)n2-c2ccccc2OC)cc1 was read as TSHR antagonist -5, Mito fusion yeast -1%, ELG1 repair inh 14%, KCNH2 WT inh 7, USP2a inh 4%, Eya2 phos inh -9%, A-T KAP1 phos 0%, KCNH2 3.1 inh 2, TCR activator -14% and TRPV1 ag 2.
C=CCNC(=O)C1CC(=O)N(c2ccc(OCC(=O)NCc3ccccc3)cc2)C1 (stereo not drawn) was read as Mito fusion yeast -7%, ELG1 repair inh 16%, KCNH2 WT inh 3, USP2a inh 1%, Eya2 phos inh -22%, A-T KAP1 phos 3%, KCNH2 3.1 inh 11, TCR activator 12% and TRPV1 ag 1.
`Cc1cccc(N2C(=O)C3C4C=CC(CC4)C3C2=O)c1` (stereo not drawn) gave TSHR antagonist -5, Mito fusion yeast 3%, ELG1 repair inh -4%, KCNH2 WT inh -1, USP2a inh 1%, Eya2 phos inh 2%, A-T KAP1 phos 8%, KCNH2 3.1 inh 20, TCR activator 0% and TRPV1 ag 3.
O=C(CNC(=O)c1ccc(Cl)cc1Cl)NCCCn1ccnc1 was read as TSHR antagonist 34, Mito fusion yeast 1%, ELG1 repair inh 5%, KCNH2 WT inh 3, USP2a inh 14%, Eya2 phos inh 0%, A-T KAP1 phos -10%, KCNH2 3.1 inh -22, TCR activator 2% and TRPV1 ag -6.
For O=C(CSc1nc2ccc(N3CCOCC3)cc2c(=O)n1CCc1ccccc1)NCC1CCCO1 (stereo not drawn) the results were TSHR antagonist 3, Mito fusion yeast -4%, ELG1 repair inh inconclusive, KCNH2 WT inh -3, USP2a inh 0%, Eya2 phos inh -30%, A-T KAP1 phos -1%, KCNH2 3.1 inh 4, TCR activator -5% and TRPV1 ag -2.
`Cc1cc(=O)[nH]c(SCC(=O)NC2CCCCCC2)n1` gave TSHR antagonist 9, ELG1 repair inh -1%, KCNH2 WT inh -6, USP2a inh 4%, Eya2 phos inh -2%, A-T KAP1 phos 3%, KCNH2 3.1 inh -1 and TCR activator -3%[46.1 µM].
COC(=O)NC(C)N1C(=O)C2C3C=CC(C3)C2C1=O (stereo not drawn) was read as TSHR antagonist 3, Mito fusion yeast 11%, ELG1 repair inh 13%, KCNH2 WT inh 4, USP2a inh 6%, Eya2 phos inh 12%, A-T KAP1 phos 2%, KCNH2 3.1 inh 4, TCR activator 0% and TRPV1 ag 0.
For Nc1nc(O)c(Sc2ccccc2[N+](=O)[O-])c(=O)[nH]1 the results were TSHR antagonist -11, Mito fusion yeast 2%, ELG1 repair inh 30%, KCNH2 WT inh -3, USP2a inh -2%, Eya2 phos inh -6%, A-T KAP1 phos -4%, KCNH2 3.1 inh 10, TCR activator -14% and TRPV1 ag 2.
Screening Cc1ccc(S(=O)(=O)Nc2ccc(S(=O)(=O)NCC3CCCO3)cc2)cc1 (stereo not drawn) returned TSHR antagonist 2, Mito fusion yeast -2%, ELG1 repair inh -19%, KCNH2 WT inh -6, USP2a inh -1%, Eya2 phos inh 15%, A-T KAP1 phos 3%, KCNH2 3.1 inh -9, TCR activator -1% and TRPV1 ag 1.
For COc1ccc(Cc2noc(CN3CCCC(C(=O)c4cccs4)C3)n2)cc1OC (stereo not drawn) the results were TSHR antagonist -11, Mito fusion yeast -1%, ELG1 repair inh 18µM*, KCNH2 WT inh -1, USP2a inh 2%, Eya2 phos inh -23%, A-T KAP1 phos -6%, KCNH2 3.1 inh 1, TCR activator 5% and TRPV1 ag inconclusive.
Screening O=C(O)CC(C(=O)O)N1C(=O)/C(=C/C=C/c2ccco2)SC1=S (stereo not drawn) returned TSHR antagonist 1, Mito fusion yeast -2%, ELG1 repair inh -2%, KCNH2 WT inh -3, USP2a inh inconclusive, Eya2 phos inh 11%, A-T KAP1 phos -11%, KCNH2 3.1 inh 14, TCR activator -1% and TRPV1 ag -4.
Screening Cc1cc(-c2ccccc2)c2ccc(NC(=O)C(C)(C)C)nc2n1 returned TSHR antagonist -13, Mito fusion yeast -5%, ELG1 repair inh inconclusive, KCNH2 WT inh -17, USP2a inh -2%, Eya2 phos inh -3%, A-T KAP1 phos 7%, KCNH2 3.1 inh 5, TCR activator -9% and TRPV1 ag inconclusive.
COC(C(=O)N/N=C(\C)c1ccc(C(C)(C)C)cc1)c1ccccc1 (stereo not drawn) was read as TSHR antagonist 12, Mito fusion yeast -3%, ELG1 repair inh inconclusive, KCNH2 WT inh -11, USP2a inh -5%, Eya2 phos inh -11%, A-T KAP1 phos -9%, KCNH2 3.1 inh 5 and TRPV1 ag 8.
CCN(CC)C(=O)Cn1cc(/C=C(\C#N)C(=O)NC2CC2)c2ccccc21 was read as TSHR antagonist 3, Mito fusion yeast -2%, ELG1 repair inh -3%, KCNH2 WT inh -1, USP2a inh 1%, Eya2 phos inh -3%, A-T KAP1 phos -1%, KCNH2 3.1 inh 13, TCR activator 4% and TRPV1 ag -2.
Screening O=C(NCc1cccc(C(F)(F)F)c1)C1CC(c2ccccc2[N+](=O)[O-])=NO1 (stereo not drawn) returned TSHR antagonist 2, Mito fusion yeast 3%, ELG1 repair inh -10%, KCNH2 WT inh 17, USP2a inh -4%, Eya2 phos inh 2%, A-T KAP1 phos 18%, KCNH2 3.1 inh -7, TCR activator -2% and TRPV1 ag 4.
For Cc1ccccc1C(O)c1ccncc1 (stereo not drawn) the results were TSHR antagonist 5, Mito fusion yeast -3%, ELG1 repair inh -5%, KCNH2 WT inh -2, USP2a inh 3%, Eya2 phos inh 2%, A-T KAP1 phos 0%, KCNH2 3.1 inh 9, TCR activator 1% and TRPV1 ag 1.
Screening Cc1cc(C)nc(NC(=S)NC(=O)c2ccccc2)n1 returned TSHR antagonist -2, Mito fusion yeast 0%, ELG1 repair inh 10%, KCNH2 WT inh -6, USP2a inh 0%, Eya2 phos inh 9%, A-T KAP1 phos -3%, KCNH2 3.1 inh -9, TCR activator -7% and TRPV1 ag -1.
